MITF primary = MITF inhibitors, primary screen, biochemical, AlphaScreen, human; Microphthalmia-associated transcription factor (Homo sapiens), O75030; AlphaScreen MITF homodimerization, bead proximity signal; inhibition, % at 2.6 µM; hit rate 0.91% among 650,000; AID 1259374, 2018; in the data active = inhibition above about 50%;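 note: 0% = vehicle wells with protein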
Target sequence (O75030 whole entry, looked up): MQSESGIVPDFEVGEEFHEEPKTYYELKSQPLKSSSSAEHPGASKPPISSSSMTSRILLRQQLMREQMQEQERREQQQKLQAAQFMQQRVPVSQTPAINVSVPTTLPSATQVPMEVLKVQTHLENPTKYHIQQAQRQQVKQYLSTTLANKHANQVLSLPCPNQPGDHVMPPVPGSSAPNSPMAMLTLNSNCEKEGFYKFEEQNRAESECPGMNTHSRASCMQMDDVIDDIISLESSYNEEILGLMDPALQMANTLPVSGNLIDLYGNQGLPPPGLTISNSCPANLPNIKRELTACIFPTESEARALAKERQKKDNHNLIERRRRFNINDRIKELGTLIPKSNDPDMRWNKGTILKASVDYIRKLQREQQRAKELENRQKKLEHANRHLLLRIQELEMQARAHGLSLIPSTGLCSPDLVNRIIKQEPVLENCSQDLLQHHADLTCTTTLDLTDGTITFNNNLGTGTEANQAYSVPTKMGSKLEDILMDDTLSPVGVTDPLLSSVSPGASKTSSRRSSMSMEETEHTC
GPR151 ag = activators of human GPR151, primary screen, cell-based, PathHunter beta-arrestin, luminescence. PathHunter beta-arrestin GPR151 cells. AID 1508602, 2020. G-protein coupled receptor 151 (Homo sapiens), Q8TDV0. hit rate 1% among 650,000. activation, % at 11.2 µM; in the data active = activation above about 4.9%;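 note: 0% = median of compound wells and 100% = cells with positive control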
Target sequence (Q8TDV0 whole entry, looked up): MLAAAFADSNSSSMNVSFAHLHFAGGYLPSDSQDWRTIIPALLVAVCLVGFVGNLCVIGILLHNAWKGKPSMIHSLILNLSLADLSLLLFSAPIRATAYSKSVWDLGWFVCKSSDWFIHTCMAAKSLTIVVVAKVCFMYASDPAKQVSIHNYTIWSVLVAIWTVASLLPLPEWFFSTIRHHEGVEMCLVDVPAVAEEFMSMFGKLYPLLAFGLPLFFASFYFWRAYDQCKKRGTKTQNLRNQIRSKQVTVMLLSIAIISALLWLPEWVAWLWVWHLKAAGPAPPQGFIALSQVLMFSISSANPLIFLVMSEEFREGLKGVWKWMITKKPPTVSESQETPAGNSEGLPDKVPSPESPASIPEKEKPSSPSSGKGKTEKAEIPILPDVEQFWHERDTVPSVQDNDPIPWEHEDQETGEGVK
FBW7 activator = FBW7 E3 ligase activators, primary screen, biochemical, AlphaScreen, human. hit rate 0.13% among 650,000. normalized activity (activation), % at 26.1 µM. AlphaScreen FBW7–phospho-cyclin E peptide binding, activator screen. F-box/WD repeat-containing protein 7 (Homo sapiens), Q969H0. AID 1259310, 2017; in the data active = normalized activity above about 1.9%;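 note: purified mutant Fbw7 with reduced substrate affinity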
TEAD-YAP inh = TEAD-YAP interaction inhibition, primary screen, TEAD-YAP interaction inhibitor project, luminescence, HEK-TIYL cells. AID 1259422, 2018. hit rate 1.4% among 640,000. TEAD-Gal4/YAP UAS-luciferase luminescence. inhibition, % at 9.12 µM; in the data active = inhibition above about 32%;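 note: 0% = median of test compound wells and 100% = reference inhibitor wells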
* hit, by the source's call.

SMILES	MITF primary	GPR151 ag	FBW7 activator	TEAD-YAP inh
CC(=O)N1CCN(c2ccc3cccc(-c4cccc(C#N)c4)c3n2)CC1	-4	2.4	0.1	28
CCOc1ccc(CN2CCNC(=O)C2CC(=O)N(C)Cc2nc3ccccc3[nH]2)cc1 (centres undefined)	13	0.6	0.1	-7
CCOC(=O)N=Nc1c(O)n(CC(=O)OC)c2ccccc12	10	3.3	0.1	10
O=C1c2ccccc2NC(c2ccc(OCc3ccccc3)cc2)N1c1ccc(Br)cc1 (centres undefined)	-1	-1.3	-0.1	-71
COC(=O)c1ccc2c(c1)N(C)CCS2	-6	0.8	0.1	-2
NS(=O)(=O)c1cccc(NC(=O)CSc2ncccn2)c1	-1	0.6	-0.1	-16
CCCc1cc(=O)[nH]c(SCC(=O)Nc2ccccc2[N+](=O)[O-])n1	3	1.0	0.0	-11
O=C(NCC1CCCN(C2Cc3ccccc3C2)C1)c1cccs1 (centres undefined)	-4	-0.1	-0.1	1
COc1cc(/C=C2/SC(=Nc3cc(C)cc(C)c3)NC2=O)cc(Br)c1OCc1ccccc1Cl	-12	1.2	0.0	4
Clc1nc(Nc2ccccc2)sc1/C=N/n1cnnc1	-2	0.9	-0.1	13
O=C(CCc1nnc(CCc2ccccc2)o1)NCc1cccc2[nH]ccc12	-7	-0.1	0.0	4
O=C(C(Cc1ccccc1)N1C(=O)c2ccccc2C1=O)N1CCOCC1 (centres undefined)	4	1.7	-0.1	-6
Cc1ccc(S(=O)(=O)N(C)CC(=O)NCc2nc(-c3cccc(C)c3)no2)cc1	9	-0.1	0.2	-4
CC(=S)Nc1ccc(-c2ccccc2)s1	4	-1.3	-0.1	0
CCOCc1nnc(NC(=O)COc2ccc(Cl)cc2Cl)s1	10	-0.6	0.0	-1
O=c1cc(CSc2ncccn2)c2cc3c(cc2o1)CCC3	15	-1.5	0.9	-2
N#CC1=C(N)Oc2n[nH]c(-c3ccccn3)c2C1c1ccncc1 (centres undefined)	16	1.2	-0.8	2
CCC1Sc2ccccc2N(CC(=O)NCc2ccccc2OC)C1=O (centres undefined)	-11	-0.4	0.0	-15
O=C(CSc1cccc[n+]1[O-])Nc1cccc(Cl)c1	2	-0.3	0.1	0
COc1c(C)cnc(CN2CCC3(CC2)NC(=O)c2ccccc2O3)c1C	-16	2.5	0.0	-9
Cc1ccc(NC(=O)C(C)C)cc1	17	-1.9	0.0	-4
O=C(CN(Cc1ccccc1Cl)C(=O)c1csnn1)NC1CCCC1	-2	-0.2	0.0	-8
O=C(O)c1cccc(N/N=C/c2ccccn2)c1	6	0.4	-0.3	-23
O=C(Nc1ccon1)c1ccc(S(=O)(=O)N2CCCC2)cc1	-2	3.1	-0.2	-11
O=C(CCCCCn1c(=S)[nH]c2ccc(Br)cc2c1=O)NCCCN1CCN(c2ccccc2F)CC1	11	0.3	0.2	11
O=C(Nc1nc2ccccc2[nH]1)c1ccccc1NS(=O)(=O)c1ccc(F)cc1	-4	0.3	-0.1	7
CC(=O)Nc1cc2n[nH]nc2c2n[nH]nc12	13	-1.8	0.1	5
CCOC(=O)c1ccc(NC(=O)CC2Nc3cccc4cccc(c34)NC2=O)cc1 (centres undefined)	11	2.6	0.1	7
CC(=O)c1cccc(OCc2ccc(Cl)cc2)c1	-2	-3.2	0.8	-63
CC(=O)c1cccc(NC(=O)N2CCCC2C(=O)Nc2ccccc2C)c1 (centres undefined)	4	-0.9	-0.2	1
Cc1cc(C)n(-c2ccc3n[nH]c(=O)n3n2)n1	-6	2.1	0.1	3
CCOC(=O)c1sc(NC(=O)COc2ccccc2C(C)(C)C)nc1C	2	-0.4	-0.1	-2
N#Cc1ccc(COC(=O)c2cccc(S(=O)(=O)N3CCOCC3)c2)cc1	6	-0.1	-0.1	-4
COC(=O)CNC(=O)CN1C(=O)C(C(C)C)Oc2ccc(C)cc21 (centres undefined)	1	0.5	-0.1	2
CCCN(CCC)CCCN1C(=O)C2C(C(=O)Nc3cc(Cl)cc(Cl)c3)C3C=CC2(O3)C1C(=O)NC1CCCCC1 (centres undefined)	-1	0.1	0.0	8
COc1ccc(OC(=O)CN2C(=O)C3C4CCC(C4)C3C2=O)cc1 (centres undefined)	-10	4.1	-0.1	7
COc1ccccc1NS(=O)(=O)c1ccc(OC)c2ncccc12	-11	0.6	0.0	-2
C/C(=N\NC(=O)c1nnn(-c2nonc2N)c1-c1ccc([N+](=O)[O-])cc1)c1ccccc1O	-26	1.4	0.0	9
COc1ccc(-c2csc3nc(C)[nH]c(=O)c23)cc1OC	10	0.7	0.1	-3
CC(=O)c1cccc(NC(=S)NCCCN2CCOCC2)c1	1	1.8	0.0	7

Complete entries as entered above:
CC(=O)Nc1cc2n[nH]nc2c2n[nH]nc12 across the screens: MITF primary: 13; GPR151 ag: -1.8; FBW7 activator: 0.1; TEAD-YAP inh: 5
COc1ccc(-c2csc3nc(C)[nH]c(=O)c23)cc1OC across the screens: MITF primary: 10; GPR151 ag: 0.7; FBW7 activator: 0.1; TEAD-YAP inh: -3
CC(=O)c1cccc(NC(=S)NCCCN2CCOCC2)c1 across the screens: MITF primary: 1; GPR151 ag: 1.8; FBW7 activator: 0.0; TEAD-YAP inh: 7

Copied from the list:
NS(=O)(=O)c1cccc(NC(=O)CSc2ncccn2)c1 – TEAD-YAP inh: -16
O=C(CCCCCn1c(=S)[nH]c2ccc(Br)cc2c1=O)NCCCN1CCN(c2ccccc2F)CC1 – FBW7 activator: 0.2
COc1ccccc1NS(=O)(=O)c1ccc(OC)c2ncccc12 – FBW7 activator: 0.0

Later entries.
SMILES	MITF primary	GPR151 ag	FBW7 activator	TEAD-YAP inh
COc1ccccc1N(CCC#N)C(=O)CSc1nc2ccccc2c(=O)[nH]1	9	-0.8	0.0	12
COc1ccc(-c2cc(C(=O)NCc3cccnc3)ccn2)cn1	14	-0.8	0.1	5
COc1cc(C(=O)OCC(=O)c2cc(C)n(Cc3ccco3)c2C)ccc1OC(C)C	16	0.1	0.0	4
O=C1CSC(c2ccc([N+](=O)[O-])cc2)N1c1ccc2ccccc2c1 (centres undefined)	9	0.7	-0.2	-3
CCOc1cc(C2NC(=O)c3[nH]nc(-c4ccc(C)cc4)c32)ccc1O (centres undefined)	-11	0.4	0.0	-15
Cc1cc2c(cc3c(=O)n(CC(=O)NC4CCCCC4C)nc(C)n32)o1 (centres undefined)	17	-0.3	0.5	11
C[C@@H]1C(=O)O[C@H]2C[C@@]34[C@H]5C[C@@H](C(C)(C)C)[C@]36[C@@H](OC(=O)[C@@H]6O)O[C@@]4(C(=O)O5)[C@]21O	-2	2.9	0.1	3
CC(=O)N1CCc2c(sc(NC(=O)c3cc(Cl)ccc3[N+](=O)[O-])c2C(N)=O)C1	-1	-1.6	0.0	-8
O=C(NCc1cccnc1)c1cc(C2CC2)on1	-2	1.3	0.4	4
O=C(NCCO)/C(=C/c1ccc2c(c1)OCO2)NC(=O)c1ccccc1Br	6	0.3	0.5	10
CCC(c1nnnn1CCC(C)C)N1CCN(C(=O)c2ccco2)CC1 (centres undefined)	9	0.3	2.2*	-3
CCOc1ccc(C(=O)CNC2=NCCC2)cc1	12	0.4	0.6	-5
CCOc1ccc(C(=O)NC(=S)NCc2cccnc2)cc1Br	-9	-0.4	0.0	9
CSCCNC1CCN(c2ccc(CC(=O)NCc3ccccc3)cc2)CC1	6	0.1	-0.1	4
CC12NC(=S)NC(c3cc(Br)ccc3O1)C2C(=O)Nc1ccc(Cl)cc1 (centres undefined)	19	-0.4	0.0	-19
c1coc(-c2nc3cnccn3c2NCC2CCCO2)c1 (centres undefined)	7	0.5	0.0	-3
CCCN1C(=O)CC2(CCCC2)CC1=O	1	1.9	0.0	-35
COc1ccc(CNc2nc(C)c(-c3ccn(Cc4ccncc4)n3)s2)cc1	15	0.4	-0.1	-6
CCOC(=O)c1cc(C#N)c(=S)[nH]c1O	-8	-1.4	0.3	3
O=C(Nn1c(-c2ccc(F)cc2)nc2ccccc2c1=O)c1cnccn1	-3	-0.6	-0.1	9
COc1cccc2cc(C(=O)Oc3ccc(F)cc3)c(=O)oc12	3	0.1	0.0	-12
CCN(CC)CCNC(=O)Cc1nc(-c2ccc(OC)cc2)no1	-19	-1.4	-0.1	-2
Fc1ccc(NC2=NCCCCC2)c(F)c1F	-6	1.1	0.0	7
N#Cc1cccc(N=Cc2ccccc2O)c1	10	0.3	0.0	6
Nc1c(C(=O)Nc2ccc(Cl)cc2)sc2nc(-c3cccs3)cc(C(F)(F)F)c12	18	-0.8	0.0	0
O=C(COc1ccccc1)Nc1ncc(Cc2ccccc2Cl)s1	5	1.7	0.1	13
O=[N+]([O-])c1ccc(-n2nnc3ccccc32)c(C(F)(F)F)c1	6	-0.1	-0.2	14
C=CCNc1nc2c3ccccc3n(C(C)=O)c2s1	9	-1.2	0.3	-2
Cn1ncc2c(=O)n(Cc3ccccc3)cnc21	-9	-1.1	-0.1	6
Cc1ccc(-n2c3c(cc(C(=O)NCC4CCCO4)c2=O)C(=O)CC(C)(C)C3)cc1 (centres undefined)	-3	11*	-0.2	7
O=C(O)COc1ccccc1/C=N/NC(=S)NCc1ccccc1	-2	0.3	-0.2	7
COc1cc(O)ccc1/C=N/NC(=O)C1c2ccccc2-c2ccccc21	-16	-0.5	0.1	2
NC(=O)c1nc(N2CCCCC2)nc(N2CCOCC2)n1	3	0.1	-0.1	7
Cn1cnnc1SCC(=O)N1c2ccccc2Sc2ccc(Cl)cc21	6	0.1	0.0	-7
Cc1cccc(NC(=O)N(CC(=O)Nc2sc(C)c(C)c2C(N)=O)C2CCCCC2)c1	12	-0.2	0.1	2
O=C(Cn1c(-c2ccncc2)nc2ccccc21)Nc1ccc2c(c1)OCCO2	-18	-1.1	0.2	23
COc1cc(OC)cc(C(=O)OCC(=O)c2ccccc2Cl)c1	-14	-0.7	0.2	2
O=C1N(c2ccccc2)C2CS(=O)(=O)CC2N1c1ccc(Br)cc1 (centres undefined)	1	0.8	-0.1	-4
COc1cccc(N2CC(NC(=O)c3cc4ccccc4oc3=O)CC2=O)c1 (centres undefined)	-3	-1.9	0.3	19
COc1cc(/C=C2/C(=N)N3N=C(c4ccccc4C)SC3=NC2=O)cc(OC)c1OC	-2	-0.2	-0.2	-16

Three structures already listed, ordered by formula weight, low to high.
SMILES	MITF primary	GPR151 ag	FBW7 activator	TEAD-YAP inh
CCOC(=O)N=Nc1c(O)n(CC(=O)OC)c2ccccc12	10	3.3	0.1	10
O=c1cc(CSc2ncccn2)c2cc3c(cc2o1)CCC3	15	-1.5	0.9	-2
COc1cccc2cc(C(=O)Oc3ccc(F)cc3)c(=O)oc12	3	0.1	0.0	-12

Continuation.
SMILES	MITF primary	GPR151 ag	FBW7 activator	TEAD-YAP inh
Cn1c(SCC(=O)c2ccc(Br)cc2)nnc1-c1ccncc1	-3	-1.1	0.2	-2
Cc1cc(C)c(NC(=O)CN2C(=O)CCSc3ccccc32)c(C)c1	4	0.3	-0.1	11
N=c1c2c3c(sc2ncn1Cc1ccccc1)CCCCC3	8	-1.1	0.4	7
O=C(NNC(=O)c1ccc(NC(=O)c2ccccc2)cc1)c1ccc(Cl)cc1	4	0.0	0.0	-9
CN(CC(=O)NCCCc1ccccc1)S(=O)(=O)c1ccc(Br)cc1	-1	0.5	0.0	-1
COc1cc(/C=c2\sc3nc(=O)c(C)nn3c2=O)ccc1OCCC(C)C	0	4.3	-0.1	-11
Cc1ccc(N2C(=O)c3ccccc3NC2c2cccc([N+](=O)[O-])c2)cc1 (centres undefined)	63*	8.6*	-0.1	-9
COc1ccc(C2C(C(=O)Nc3ccc(Br)cc3C)CCC(=O)N2c2ccc(OC)cc2)cc1 (centres undefined)	12	-0.5	0.3	2
O=C(Nc1ccc(F)c(Cl)c1)N1CCOc2ccccc21	0	-3.0	0.5	-2
COC(=O)c1ccc(SCC(=O)NC2CCCCC2)c([N+](=O)[O-])c1	10	-1.3	-0.1	2
CC(C)CC(NS(=O)(=O)c1cccc2nsnc12)C(=O)O (centres undefined)	9	0.5	0.2	5
CCOC(=O)CC(=O)NC(C)(C)Cc1ccc(O)cc1	5	0.9	0.1	-1
C=CCNc1ncnc2c1sc1nc(CC)c3c(c12)CC(C)(C)OC3	8	-0.5	-0.1	-9
Cn1c(NC(=O)COc2ccccc2)cc(=O)n(C)c1=O	-3	3.9	-0.1	-8
C=CCN1C(=O)C(O)(CC(=O)c2ccc(OC)cc2OC)c2cc(Br)ccc21 (centres undefined)	-3	-1.1	-0.2	-1
O=C(Nc1ccc(Cc2ccc(NC(=O)C(F)F)c([N+](=O)[O-])c2)cc1[N+](=O)[O-])C(F)F	25	-0.9	0.1	15
NC(=O)C1COc2ccccc2O1 (centres undefined)	-2	-0.4	0.1	-5
CCN(CC)C(=O)Cn1nc2c3ccccc3nc(C)n2c1=O	-15	-0.6	0.9	-3
CNC(=O)c1ccc(C(=O)c2c(C)cc(C)cc2C)cc1	2	1.8	-0.1	-3
O=C(NCc1ccc(Cl)cc1)c1ccc(Cn2c(=O)[nH]c3ccccc3c2=O)cc1	9	-0.1	0.2	0
CCCNc1ccnc(Nc2nc3ccccc3n2C)n1	16	-1.8	0.2	-26
COc1c(O)ccc(/C=N/NC(=O)c2cc(Cl)ccc2O)c1[N+](=O)[O-]	5	-4.0	0.1	-54

Pulled one by one from the entries so far, 2 records:
SMILES	MITF primary	GPR151 ag	FBW7 activator	TEAD-YAP inh
CCCNc1ccnc(Nc2nc3ccccc3n2C)n1	16	-1.8	0.2	-26
O=C(NCc1ccc(Cl)cc1)c1ccc(Cn2c(=O)[nH]c3ccccc3c2=O)cc1	9	-0.1	0.2	0
